# Screens deposited in PubChem BioAssay by several laboratories.
# Tn6 DDE FP: inhibitors of Tn6 peptide binding to fibrin DD(E), primary screen, biochemical, fluorescence polarization, human fibrin, Tn6 probe; Fibrinogen beta chain (Homo sapiens), P02675; Fibrin DD(E) TRITC-Tn6 fluorescence polarization displacement; inhibition, % at 8.3 µM; 370,000 tested, 0.21% active; AID 720509, 2013;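 active means inhibition above a per-campaign cutoff: mean of compounds within control limits plus 3 SD, cut at about 15% in these data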;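 further: 0% = median of all compound wells on the plate and 100% = blocking peptide control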
# Target sequence (P02675 whole entry, looked up): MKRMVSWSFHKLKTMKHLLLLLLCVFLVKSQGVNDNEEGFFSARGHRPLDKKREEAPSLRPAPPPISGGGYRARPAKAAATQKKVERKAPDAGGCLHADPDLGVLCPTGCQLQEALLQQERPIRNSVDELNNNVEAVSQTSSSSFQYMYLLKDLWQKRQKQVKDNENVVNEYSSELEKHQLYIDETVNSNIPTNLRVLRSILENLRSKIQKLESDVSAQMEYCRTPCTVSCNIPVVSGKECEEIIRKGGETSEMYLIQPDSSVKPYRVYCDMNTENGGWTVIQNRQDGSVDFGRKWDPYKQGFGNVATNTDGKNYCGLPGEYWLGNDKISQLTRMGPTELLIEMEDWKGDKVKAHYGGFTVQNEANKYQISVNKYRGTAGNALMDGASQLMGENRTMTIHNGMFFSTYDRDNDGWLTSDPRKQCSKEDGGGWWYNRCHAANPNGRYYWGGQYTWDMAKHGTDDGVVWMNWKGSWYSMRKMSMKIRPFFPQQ
# NR1D1 modulator: modulators of Rev-erb alpha DNA binding, primary screen, biochemical, FITC-DNA, fluorescence polarization, uHTS; 370,000 tested, 0.79% active; Rev-erbα–FITC-DNA binding, 90 min; activity, % at 10 µM;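 active means activity above about 14%, limit read from the data; passing the limit was not always enough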;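 further: 0% = DMSO wells with 35 nM protein and 100% = DMSO wells with 750 nM protein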
# proKLK7 act: proKLK7 zymogen activators, primary screen, biochemical, fluorescence intensity; AID 652039, 2013; activation, % at 7 µM; purified proKLK7, EDANS-DABCYL substrate fluorescence; 100% is mature enzyme control, 0% vehicle; 370,000 tested, 0.9% active;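 active means activation above the mean of all tested compounds plus 3 SD, computed per campaign excluding outliers beyond control limits, cut at about 13% in these data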
# Target sequence (P49862 whole entry, looked up): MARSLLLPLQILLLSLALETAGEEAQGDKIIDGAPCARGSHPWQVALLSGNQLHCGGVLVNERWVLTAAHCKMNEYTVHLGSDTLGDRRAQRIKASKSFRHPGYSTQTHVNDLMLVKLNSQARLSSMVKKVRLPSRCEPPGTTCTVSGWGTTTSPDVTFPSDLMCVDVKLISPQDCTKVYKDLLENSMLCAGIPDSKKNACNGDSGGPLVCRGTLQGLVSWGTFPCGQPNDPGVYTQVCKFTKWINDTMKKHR
# ARFGAP1 inh: inhibitors of rat ARFGAP1 GAP activity, primary screen, biochemical, fluorescence polarization, GDP tracer | ADP-ribosylation factor GTPase-activating protein 1 (Rattus norvegicus), Q62848 | Arfgap1-stimulated ARF1 GTP hydrolysis, GDP FP detection | inhibition, % at 16.5 µM | 360,000 tested, 0.26% active;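 active means inhibition above a per-plate limit, mean inhibition of low control wells plus 3 SD, cut at about 25% in these data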;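 further: 0% = DMSO wells with enzyme and 100% = wells lacking Arfgap1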
# Target sequence (Q62848 1-136 limits assumed): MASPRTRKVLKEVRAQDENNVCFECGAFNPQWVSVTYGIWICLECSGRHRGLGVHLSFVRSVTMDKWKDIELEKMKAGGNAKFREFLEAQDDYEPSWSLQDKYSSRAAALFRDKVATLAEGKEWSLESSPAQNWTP
#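 Repeats: one replicate per compound; assay system: rat Arfgap1 catalytic domain, aa 1-136; times: enzyme reaction 120 min at 25 °C after 20 min preincubation; detection: FP of antibody-bound GDP Alexa 633 tracer, ex 620/em 688 nm; benchmarks: high control wells lacking Arfgap1, low control full reaction with DMSO; reagent: human ARF1(Δ1-17)-GTP substrate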
# PLC-beta3 inh: human PLC-beta3 inhibitors, primary screen, biochemical, fluorescence; Purified PLC-beta3, fluorogenic substrate; inhibition, % at 12.2 µM; 370,000 tested, 0.18% active; AID 720704, 2013; in the data active means inhibition above about 11%;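 further: 0% = median of compound wells on plate and 100% = full blocker control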
# sPLA2-III inh: human group III sPLA2 inhibitors, primary screen, biochemical, QFRET, BODIPY PC-A2 liposome substrate; 370,000 tested, 0.56% active; Group 3 secretory phospholipase A2 (Homo sapiens), Q9NZ20; QFRET BODIPY PC-A2 liposome hydrolysis, fluorescence; inhibition, % at 12.2 µM;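 active means inhibition above mean plus 3 SD of compounds lying within the high and low control bounds, cut at about 19% in these data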;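 further: 0% = median of test compound wells and 100% = no enzyme DMSO wells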
# ASAP1 GAP inh: inhibitors of human ASAP1 ArfGAP activity, primary screen, biochemical, fluorescence polarization. Arf-GAP with SH3 domain, ANK repeat and PH domain-containing protein 1 (Homo sapiens), …. ASAP1-stimulated ARF1 GTP hydrolysis, GDP FP detection. inhibition, % at 16.5 µM. 360,000 tested, 0.19% active; in the data active means inhibition above about 25%;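 further: 0% = vehicle with enzyme and substrate and 100% = no enzyme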
# Tn7 DDE FP: inhibitors of Tn7 peptide binding to fibrin DD(E), primary screen, biochemical, fluorescence polarization, human fibrin, Tn7 probe; inhibition, % at 8.3 µM; Fibrinogen beta chain (Homo sapiens), P02675; 370,000 tested, 0.13% active; FP displacement of FITC-Tn7 peptide from fibrin DD(E); 0% = median of compound wells per plate;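 active means inhibition above the mean of compounds falling within the control limits plus 3 SD of them, cut at about 14% in these data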;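 further: 0% = plate median of compound wells and 100% = 10 µM Aha-Tn7 peptide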
#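 System: human fibrin DD(E); quantity: Fibrin-DD(E) at 2 µM final; also added: fluorescent Tn7 probe at 0.1 µM; compound dosing: single nominal test concentration of 8.3 µM per compound; schedule: 10 min preincubation, 3 h with tracer, room temperature; detection: fluorescence polarization of the labelled Tn7 tracer; repeats: one replicate per compound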
# PLC-gamma1 inh: PLC-gamma1 enzyme inhibitors, primary screen, biochemical, fluorescence, purified enzyme; 1-phosphatidylinositol 4,5-bisphosphate phosphodiesterase gamma-1 (Homo sapiens), P19174; fluorogenic substrate; inhibition, % at 12.2 µM; 370,000 tested, 0.84% active; AID 720700, 2013; in the data active means inhibition above about 9.5%
# UHRF1 MBD2 ctr: UHRF1 methylated DNA binding inhibitors, primary screen, counter-screen for MBD2 inhibitor project, biochemical, TR-FRET, human UHRF1, single concentration | E3 ubiquitin-protein ligase UHRF1 (Homo sapiens), Q96T88 | UHRF1 binding to methylated oligo | inhibition, % at 4.4 µM | 370,000 tested, 0.75% active; in the data active means inhibition above about 21%;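 further: UHRF1 SRA domain binding a hemimethylated CpG hairpin DNA probe; 0% = median of test compound wells and 100% = reference inhibitor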
# The depositor's hits bear a star; / = not tested or not shown.
# The opening three records as a preview:
SMILES,Tn6 DDE FP,NR1D1 modulator,proKLK7 act,ARFGAP1 inh,PLC-beta3 inh,sPLA2-III inh,ASAP1 GAP inh,Tn7 DDE FP,PLC-gamma1 inh,UHRF1 MBD2 ctr
Cc1ccc2oc(C(=O)NC3CCS(=O)(=O)C3)c(C)c2c1 (stereo not given),-1,1,0.1,4,-7,10,10,8,1,-3
O=C(NCCc1c[nH]c2ccccc12)/C(=C/c1cccnc1)NC(=O)c1cccs1,3,-1,0.6,5,-6,-23,6,-7,0,1
O=C(NC1CCSc2ccccc21)c1cc(S(=O)(=O)N2CCOCC2)ccc1F (stereo not given),4,-3,0.2,2,-4,-8,-7,-2,-1,1

# All compounds of this part, repeating the preview:
SMILES,Tn6 DDE FP,NR1D1 modulator,proKLK7 act,ARFGAP1 inh,PLC-beta3 inh,sPLA2-III inh,ASAP1 GAP inh,Tn7 DDE FP,PLC-gamma1 inh,UHRF1 MBD2 ctr
Cc1ccc2oc(C(=O)NC3CCS(=O)(=O)C3)c(C)c2c1 (stereo not given),-1,1,0.1,4,-7,10,10,8,1,-3
O=C(NCCc1c[nH]c2ccccc12)/C(=C/c1cccnc1)NC(=O)c1cccs1,3,-1,0.6,5,-6,-23,6,-7,0,1
O=C(NC1CCSc2ccccc21)c1cc(S(=O)(=O)N2CCOCC2)ccc1F (stereo not given),4,-3,0.2,2,-4,-8,-7,-2,-1,1
CCOCCCNC(=O)C(c1ccccc1)N(Cc1ccc2c(c1)OCO2)C(=O)c1ccccc1O (stereo not given),5,1,0.1,4,1,-13,8,-3,-2,-2
O=Cc1c(-c2ccc(F)cc2)nc2ccccn12,-5,10,0.3,9,1,5,-6,-2,11*,3
CC(C)CC1NC(=O)c2ccccc2-n2c1nc1ccc(Cl)cc1c2=O (stereo not given),-2,9,-0.5,-12,-5,1,2,2,0,2
N#CC1=C2Sc3ccccc3N2CCCC1=O,7,4,-0.1,3,-7,-12,-8,1,-7,3
O=C(OCc1cn(Cc2cccc(Cl)c2)nn1)N1CCOCC1,0,1,0.1,/,1,4,/,6,0,0
Cc1ccc(S(=O)(=O)N/N=C/c2ccc(O)c(O)c2)cc1[N+](=O)[O-],2,2,-1.3,3,-3,0,9,11,1,2
Brc1cccc(CNCc2ccncc2)c1,0,-2,-0.4,-7,-2,5,8,1,6,4
COc1cc(OC)c(N(C)S(=O)(=O)c2cccc(C(=O)NCc3cccs3)c2)cc1Cl,-1,4,-0.3,13,4,3,1,-8,7,0
Brc1ccc(-c2noc(CCc3ccccc3)n2)o1,7,-6,0.1,13,0,2,-4,-3,1,1
COc1ccc2c(-c3ccccc3)cc(SCC(N)=O)nc2c1,-3,2,-1.5,21,-9,20*,10,0,-4,1
CCCNC(=O)NC(=O)CSc1nc2cc(C(=O)OC)ccc2c(=O)n1-c1ccccc1,-2,-4,0.3,7,5,0,13,1,-1,8
Cc1nc2ccccc2c(=O)n1NC(=O)c1ccccc1Cl,1,-5,0.5,4,1,1,2,8,-1,1
CCCNC(=O)CSc1nc(COc2ccccc2)nc2ccccc12,-2,4,0.6,0,0,-2,-7,0,2,-2
CCn1cc(Cl)c(C(=O)N2N=C(c3ccc4ccccc4c3)CC2c2ccccc2O)n1 (stereo not given),-2,-20,0.2,13,0,-4,16,-1,2,5
CCCCC(CC)C(=O)NCc1ccccc1OC (stereo not given),-3,-2,-0.5,7,0,0,-5,-7,1,-2
COC(=O)[C@@]12C[C@@H](CC(=O)NCc3cccc(C(F)(F)F)c3)C(=O)N(CCc3ccc(OC)c(OC)c3)C1=CCC(C)(C)C2,2,-1,0.2,6,0,-23,0,0,2,0
CC12CCC(=O)N1C(C(=O)Nc1nccs1)CS2 (stereo not given),-3,0,-0.4,1,-8,-1,5,9,1,-2
Cc1cccc(NC(=O)c2nc[nH]c2C(=O)N[C@H](C)CO)c1,0,-1,0.0,-5,-2,6,13,1,0,2
O=[N+]([O-])c1ccc(COn2nnc3ccccc32)cc1,5,-5,0.0,-2,-5,-1,18,3,1,-3
C#CCNC(=O)C[C@@H]1C[C@@]2(C(=O)OC)CCCCC=C2N(CCCCCCCC)C1=O,9,-4,-0.2,-9,0,-7,4,-1,1,0
Cc1cccnc1NC(=O)c1ccc(Cl)c(S(=O)(=O)N2CCCCCC2)c1,-6,2,-0.3,7,-5,7,0,-7,-2,-1
COc1ccc(CN2C(=NC(=O)C3CC3)SC3CS(=O)(=O)CC32)cc1 (stereo not given),-2,-4,-0.1,1,-4,-1,3,4,-1,-2
CCn1c(=O)n(CC)c2cc(S(=O)(=O)Nc3ccccc3C)c(C)cc21,-6,0,-1.2,-1,6,1,14,1,4,1
CC(C)C1C(=O)N(Cc2cn(Cc3ccco3)nn2)CCS(=O)(=O)N1Cc1ccc(-c2ccccc2)cc1 (stereo not given),0,-6,0.1,-2,-3,-46,7,1,-4,-2
Cc1ccc(C(O)(COC(=O)C(C)C)COC(=O)C(C)C)c(O)c1,7,-3,0.6,-22,1,-30,-4,0,0,1
COC1=C(Nc2ccc(O)cc2)C(=O)c2ccccc2C1=O,4,-1,2.3,-13,-7,-3,3,0,-4,-23
O=C(NC1CC1)c1ccc2c(c1)N(Cc1ccc(Cl)cc1)CCS2,-4,-1,-70,4,-162,10,0,-3,-116,1
Cc1ccc(NNC(=O)C(=O)N2CCCCC2)cc1,14,-2,0.2,-1,1,2,-13,6,2,0
CC1(C)SC(=S)N(/N=C/c2ccccc2)C1N(O)C(=O)Nc1ccc([N+](=O)[O-])cc1 (stereo not given),-4,4,0.2,5,8,-15,-4,-2,8,2
O=C1C2ON(c3ccccc3)C(c3ccncc3)C2C(=O)N1c1ccccc1 (stereo not given),1,-8,0.2,2,-2,-2,-10,-4,0,2
O=C(c1cnn2c(C(F)(F)F)cc(-c3ccco3)nc12)N1CCCCCC1,-8,1,0.0,-3,-308,8,-2,-3,-240,0
O=C(CSc1ncn[nH]1)Nc1cccc2ccccc12,0,-2,-0.2,1,-2,-21,1,4,0,-3
O=C(O)C/C(=C\c1ccc2c(c1)OCO2)c1nc2ccccc2s1,1,1,-0.8,-8,-52,1,-7,7,-33,-1

# Entries of single compounds, looked up by structure.
# CCn1c(=O)n(CC)c2cc(S(=O)(=O)Nc3ccccc3C)c(C)cc21 is listed as Tn6 DDE FP = -6; NR1D1 modulator = 0; proKLK7 act = -1.2; ARFGAP1 inh = -1; PLC-beta3 inh = 6; sPLA2-III inh = 1; ASAP1 GAP inh = 14; Tn7 DDE FP = 1; PLC-gamma1 inh = 4; UHRF1 MBD2 ctr = 1
# COc1ccc(CN2C(=NC(=O)C3CC3)SC3CS(=O)(=O)CC32)cc1 (stereo not given) is listed as Tn6 DDE FP = -2; NR1D1 modulator = -4; proKLK7 act = -0.1; ARFGAP1 inh = 1; PLC-beta3 inh = -4; sPLA2-III inh = -1; ASAP1 GAP inh = 3; Tn7 DDE FP = 4; PLC-gamma1 inh = -1; UHRF1 MBD2 ctr = -2

# Carrying on.
SMILES,Tn6 DDE FP,NR1D1 modulator,proKLK7 act,ARFGAP1 inh,PLC-beta3 inh,sPLA2-III inh,ASAP1 GAP inh,Tn7 DDE FP,PLC-gamma1 inh,UHRF1 MBD2 ctr
O=C(O)CCc1nnc2n(Cc3ccc(F)cc3)c(=O)c3ccccc3n12,8,7,0.5,5,-6,1,7,4,-5,0
C(=N\c1nccs1)/c1cccnc1,3,-4,0.6,0,-1,-10,-19,-3,-1,-2
Cc1cccc(OCCCC(=O)N2CCCc3ccccc32)c1C,-4,2,-0.3,-5,-3,-5,0,-1,0,-4
Cc1cccc(NC(=O)C23CCC(C)(C2Br)C3(C)C)c1 (stereo not given),3,2,-0.1,10,5,-3,-10,-4,8,-2
COc1ccc(C(=O)NC(=S)N(C)C2CCCCC2)cc1,-8,-2,0.0,3,-3,8,-3,-2,0,-1
Cc1ccc(C(=O)NNC(=O)COc2ccc(Cl)cc2C)o1,-4,2,-0.4,-9,1,-8,-3,7,1,-1
O=C(O)c1ccc(N2C(=O)CSC2c2cccc([N+](=O)[O-])c2)cc1 (stereo not given),2,-2,0.0,-2,-1,8,-1,5,0,4
CN1CCN(CC(=O)N(Cc2c(C#N)c3ccccc3n2C)c2ccccc2)CC1,2,-4,-0.1,-11,1,-5,-4,5,-1,0

# Compounds were not picked by outcome; 4.5% or so of the library scored in one or more.
